Screening results: PubChem BioAssay, National Center for Advancing Translational Sciences (NCATS)
A549 tox = Nrf2 qHTS screen for inhibitors: counterscreen for cytotoxicity; Potency, µM (highest dose often 46 µM), for the others: at the top dose activity change, negative = cytotoxicity, hits mostly inhibitors; actives 0.16% (n = 390,000); A549 ARE-Fluc cells, CellTiter-Fluor viability, 18-24 h; note: potency is the fitted concentration of half-maximal effect; % is set by controls: 0 for no effect and ±100 for the full control effect
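Cytotoxicity counterscreen: CellTiter-Fluor fluorescence was measured in A549 ARE_Fluc cells after 18-24 h of compound exposure in a concentration series. The subsequent BugLite luminescent read reports ARE-luciferase activity.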
Mm-Cpn inhibitor = Inhibitors of TCP-1 ring complex (TRiC) of Methanococcus maripaludis (MmCpn): qHTS; Chaperonin Mm-Cpn (Methanococcus maripaludis); purified Mm-Cpn ATPase, ADP Transcreener TR-FRET; Potency, µM (series often up to 76.9 µM), for inactives: at the highest dose activity, negative = inhibition, most hits filed as inhibitors; actives 0.031% (n = 330,000); AID 504842, 2011; note: potency is the fitted concentration of half-maximal effect; % is set by controls: 0 for no effect and ±100 for the full control effect; nearly all actives have a fitted effect of over 80% in size
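Measured: ADP formation by purified Mm-CPN. Conditions: 25 nM protein, 10 uM ATP, Tris pH 7.4 with Mg2+, K+ and DTT, 37°C for 30 min. Detection: Transcreener HTRF after 30 min at room temperature.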
Nrf2 inh = Nrf2 qHTS screen for inhibitors; Potency, µM (doses to about 46 µM), inactives show top-dose activity change, negative = inhibition, hits mostly inhibitors; AID 504444, 2011; actives 2.1% (n = 360,000); A549 ARE-Fluc reporter, luciferase luminescence, 18-24 h; note: potency is the fitted concentration of half-maximal effect; % is set by controls: 0 for no effect and ±100 for the full control effect; nearly all actives have a fitted effect of over 60% in size
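Nrf2 function is reported as luminescence of an ARE-controlled luciferase in A549 cells. Compounds were tested at several concentrations, and a CellTiter-Fluor read on the same wells flagged cytotoxicity.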
Abeta yeast res = qHTS for compounds that reverse cellular toxicity of Amyloid beta (A-beta) peptide in yeast: Primary Screen; actives 0.063% (n = 410,000); Potency, µM (series often up to 46.1 µM), without a hit: at the highest dose growth rescue, hits mostly activators; AID 1347071, 2019; yeast expressing A-beta42, growth rescue, OD600, 48 h; response scale: 0% DMSO, 100% iron-clioquinol control; note: potency is the fitted concentration of half-maximal effect; nearly all actives have a fitted effect of over 55% in size
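Growth rescue measured by 600 nm absorbance after 48 h yeast culture at 30 C with compound. Values normalized between DMSO and an equimolar ferric chloride plus clioquinol control.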
CCT chaperon mod = High-Throughput Screening for Modulators of Cytosolic Chaperonin Activity; purified chaperonin ATPase assay, HTRF ADP detection, 30 min; activity change, % (concentration not given with the values), hits read low; actives 0.3% (n = 360,000); in the data active = activity change below about -30%; note: % is set by controls: 0 for no effect and ±100 for the full control effect
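TRiC (40 or 20 nM final, by batch activity) in 30 mM Tris pH 7.4, 100 mM KCl, 5 mM MgCl2, 1 mM DTT was treated with compound at 76 uM single dose, then 10 uM ATP, 30 min at 37 °C. ADP was read by HTRF Transcreener.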
HepG2 viability = qHTS for Inhibitors of TGF-b: Cytotox Counterscreen. HepG2 CAGA-GFP viability, ATP luminescence, 18 h. Potency, µM (doses to about 46.1 µM), without a hit: at the top dose activity change, negative = cytotoxicity, actives largely listed as cytotoxic. actives 0.76% (n = 410,000); note: potency is the fitted concentration of half-maximal effect; some results filed as inactive show a strong effect at the top dose
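HepG2 CAGA-GFP cells (1000/well, DMEM with 1% FBS) received compound, then TGF-beta at 500 pg/mL final, and were incubated 18 hours at 37 degrees C. Viability was read by CellTiter-Glo luminescence. Media-only wells were set as complete cell-killing and DMSO as no toxicity.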
TGFb inhibitor = qHTS for Inhibitors of TGF-b | AID 588855, 2011 | HepG2 CAGA-GFP TGF-b/SMAD3 reporter, GFP fluorescence, 18 h; TGF-beta stimulated, 500 pg/mL final | actives 1.2% (n = 410,000) | Potency, µM (titrated, usually from 46.1 µM), for the others: top-dose activity, negative = inhibition, usual class: inhibitors; note: potency is the fitted concentration of half-maximal effect; % is set by controls: 0 for no effect and ±100 for the full control effect; nearly all actives have a fitted effect of over 65% in size
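TGF-beta reporter screen: HEPG2 CAGA-GFP, 1% FBS, 500 pg/mL TGF-beta final, 18 h; per-cell GFP summed per well; curves fitted and categorized by class.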
Nrf2 ARE act = qHTS of Nrf2 Activators. AREc32 ARE-luciferase reporter (MCF7-derived line), luminescence, 24 h. Potency, µM (series often up to 46.1 µM), without a hit: at the top dose activation, usual class: activators. actives 0.31% (n = 410,000); note: potency is the fitted concentration of half-maximal effect; % of control where 0% means no effect; nearly all actives have a fitted effect of over 65% in size
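AREc32 cells carrying an ARE-driven firefly luciferase reporter were seeded at 1000 cells/well in OPTI-MEM with 5% FBS, then exposed to compound for 24 hr at 37 deg C. Luminescence was read with Steady-Glo after 30 min at RT.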
Akt phos inh = HTS Assay for Inhibitors of Akt Phophorylation: Primary Screen; Neuro2A IGF-stimulated pAkt S473 HTRF, 20 min; hits give low values; activity change, % for hits at 50 µM; actives 0.32% (n = 360,000); in the data active = activity change below about -80%; inconclusive = mostly about -51% to -80%; note: % is set by controls: 0 for no effect and ±100 for the full control effect
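Neuro2A cells (4,500/well, DMEM with 0.5% FBS) were treated with compound at a single 50 µM final concentration, stimulated with 6 nM IGF for 20 min at 37 °C, and lysed. Phospho-Akt Ser473 was read by HTRF as 665/615 ratio ×10^4.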
* hit, by the source's call; i = inactive; ? = inconclusive; / = no result given; & = joins results of further samples; [ ] = dose if it differs, or a comment. Unless noted, calls come from the whole dose curve; as a rule, active = well fitted curve in the direction sought with a large enough effect; inconclusive = small, poorly fitted or top-dose-only effect, or another doubt; inactive = no such curve, though single readings can be large; an effect the other way counts as inactive or inconclusive.

The first 2 compounds, to show the layout:
SMILES	A549 tox	Mm-Cpn inhibitor	Nrf2 inh	Abeta yeast res	CCT chaperon mod	HepG2 viability	TGFb inhibitor	Nrf2 ARE act	Akt phos inh
COc1cccc(C2c3[nH]c4ccccc4c3C[C@H]3C(=O)N(CCCO)CC(=O)N23)c1OC (stereo partly drawn)	14%	?	4%	-2%	0.0	-5%	8%	0.3%	i
Cc1ccc(C(O)c2ncc(-c3ccc4ccccc4c3)[nH]2)c(C)c1 (stereo not drawn)	/	/	/	11%	-1.1	-32%	-10%	0.8%[9.22 µM]	i

The whole of this part, previewed entries included:
SMILES	A549 tox	Mm-Cpn inhibitor	Nrf2 inh	Abeta yeast res	CCT chaperon mod	HepG2 viability	TGFb inhibitor	Nrf2 ARE act	Akt phos inh
COc1cccc(C2c3[nH]c4ccccc4c3C[C@H]3C(=O)N(CCCO)CC(=O)N23)c1OC (stereo partly drawn)	14%	?	4%	-2%	0.0	-5%	8%	0.3%	i
Cc1ccc(C(O)c2ncc(-c3ccc4ccccc4c3)[nH]2)c(C)c1 (stereo not drawn)	/	/	/	11%	-1.1	-32%	-10%	0.8%[9.22 µM]	i
O=C(NCCN1CCCCC1)Nc1ccccc1Cl	5%	0%	10%	5%	-3.5	6%	9%	-1.2%	i
C[C@H](O)[C@@H]1C(=O)N2CCc3c([nH]c4ccccc34)[C@@H]2C[C@@H]1N(C)C(=O)c1ccco1	/	/	/	1%	1.6	2%	-15%	9.1%	i
C=CCN(CC=C)C(=O)C1CC(=O)N(c2ccc(Br)cc2)C1 (stereo not drawn)	10%	-2%	/	21%	0.1	2%	0%	2.6%	i
COC(=O)c1c(-c2snnc2C)n[nH]c1C	-1%	0%	-10%	-7%	-0.3	45%	0%	-0.2%	i
CN1CCN(CC(=O)c2ccccc2F)CC1	-8%	0%	-5%	-4%	-0.4	-2%	?	0.3%	i
CC(C)(CO)CN1CCC(n2nccc2NC(=O)C2CCCC2)CC1	-2%	-2%	-7%	-15%	-5.8	-42%	-16%	-1.4%	i
CC(=O)N1c2nc(-c3ccco3)nn2C2(CCCCC2)[C@@H]2CCCC[C@@H]21	0%	/	1%	-25%	/	-19%	-2%	11%	/
COc1cc2ncnc(NCc3ccco3)c2cc1OC	2%	0%	-13%	-3%	-1.9	-10%	-9%	?	i
Cc1oc(-c2ccccc2Cl)nc1CS(=O)CC(=O)NCCc1ccccc1 (stereo not drawn)	8%	-7%	-28%	-6%	-0.1	-15%	?	0.4%	/
Nc1ncnc2nc(SCC(=O)Nc3ccccc3F)[nH]c12	1%	3%	?	-7%	-1.1	-1%	7.9µM*	0.0%	i
S=c1nc2ccccc2c2nc(-c3ccccc3Br)[nH]n12	-8%	4%	6%	1%	-1.1	-3%	0%	6.9%	i
COC(=O)N/N=C/c1cccnc1	-3%	-1%	3%	2%	-0.6	6%	-1%	0.3%	i
COc1ccc(C(=O)N/N=C(\C)Cn2cnc([N+](=O)[O-])n2)cc1	0%	1%	25%	-3%	0.4	14%	-13%	3.1%	i
COC(=O)c1ccc2[nH]c([C@H](C)O)c([C@H](C)O)c2c1	-4%	-4%	15%	9%	0.8	-2%	4%	15%	i
Cc1ccnc(SC2CC(=O)N(c3ccc(F)cc3)C2=O)n1 (stereo not drawn)	2%	1%	11%	-12%	1.4	19%	-1%	0.0%	i
Cn1c(NCCO)nc2c1c(=O)n(Cc1ccc(F)cc1)c(=O)n2C	2%	-1%	5%	-12%	-6.4	-14%	6%	2.1%	i
Cc1ccc(S(=O)(=O)NC(=O)C2(C)CCN2C(=O)Cc2ccc(-c3ccccc3)cc2)nc1 (stereo not drawn)	/	/	/	9%	-2.2	1%	6%	-0.2%	i
O=C(Nc1ccc2ccccc2c1)c1ccccc1O	0%	0%	?	-5%	0.5	-38%	?	-0.4%	i
COc1ccc(-c2nc(S(=O)(=O)c3ccc(Cl)cc3)c(N3CCCCCC3)o2)cc1	0%	/	?	4%	/	-9%	/	4.6%	/
Cc1cc(=O)oc2c(C(=O)/C=C/c3ccccc3)c(O)ccc12	5%	-1%	20%	-2%	2.6	5%	2%	?	i
N#CCc1nn(-c2ccc(Cl)cc2)c(N)c1C#N	0%	1%	6%	16%	-0.8	-7%	-5%	1.6%	i
O=c1c(-c2ccccc2)c(O)c2c(n1-c1ccccc1)CCCC2	-2%	1%	-2%	8%	0.1	5%	11%	-0.3%	i
O=C(Nc1ccc(NC(=S)NC(=O)C(c2ccccc2)c2ccccc2)cc1)c1ccccc1	-13%	/	?	0%	-0.3	16%	1%	0.4%	i

Continued.
SMILES	A549 tox	Mm-Cpn inhibitor	Nrf2 inh	Abeta yeast res	CCT chaperon mod	HepG2 viability	TGFb inhibitor	Nrf2 ARE act	Akt phos inh
CCC(C(=O)NCc1ccco1)n1nc(C)c2c(C)n(-c3ccc(C)cc3)nc2c1=O (stereo not drawn)	1%&1%	0%	10%&-18%	-6%&5%	1.9	10%&-23%	-14%&-9%	3.1%&6.7%	i
Fc1ccc2cnc(-c3ccccc3)cc2c1	12%	0%	?	-18%	0.4	-29%	?	?	i
CC1(C)CC(=O)C=C(Nc2cccc(F)c2)C1	-1%	2%	-12%	-4%	-2.9	8%	11%	-0.4%	i
CCc1ccc(N2Cc3ccccc3C2)cc1	-12%	-1%	29%	-55%[inhibitor]	-1.2	-2%	-17%	6.7%	i
CCC1Cc2c(nc(N)c3c(N)nc(N4CCCCC4)c(C#N)c23)O1 (stereo not drawn)	-13%	-3%	?	-3%	-5.8	2%	?	2.5%	i
NC(N)=N/N=C/c1ccc(OCc2ccccc2Cl)cc1	?	0%	5%	-37%	-3.5	-96%	?	-3.6%	/
CC(=O)C(C)Oc1ccc2c3c(c(=O)oc2c1)CCCC3 (stereo not drawn)	-6%	-1%	-21%	-23%	-1.3	-11%	-11%	0.2%	i
O=C(Cn1nc(Cl)nc1Cl)c1ccc(F)cc1	1%	-5%	0%	4%	-6.2	6%	28%	-0.2%	i
Cc1cc(Cl)ccc1OCC(=O)OCC(=O)Nc1ccc(Cl)cn1	/	/	/	-1%	-1.2	-19%	?	-0.4%	i
Cc1cc(C)c(S(=O)(=O)N2CCCOC2CNC(=O)C(=O)NCCC2=CCCCC2)c(C)c1 (stereo not drawn)	8%	2%	-5%	12%	0.2	4%	-3%	0.0%	i
Cc1c(C(=O)O)sc2nc(/C=C/c3cccc(O)c3)[nH]c(=O)c12	-2%	-3%	-17%	0%	-3.6	0%	-4%	0.0%	i
COc1ccccc1N(CC(O)CN(c1ccccc1)S(C)(=O)=O)S(=O)(=O)c1ccccc1 (stereo not drawn)	6%	-1%	26%	12%	1.8	-4%	7%	-0.1%	i
Cc1c(Cl)c([N+](=O)[O-])nn1CCCC(=O)Nc1c(Cl)cccc1Cl	-1%	1%	-5%	10%	-0.2	4%	0%	0.3%	i
O=C(NC(=S)NC1C2CC3CC(C2)CC1C3)C12CC3CC(CC(C3)C1)C2 (stereo not drawn)	16%	0%	8%	-3%	-1.8	5%	8%	-0.1%	i
CCC(=O)c1ccc(OCC(=O)Nc2nc(C)cs2)cc1	0%	-3%	?	6%	-3.2	0%	4%	3.0%	i
CCOC(=O)[C@]12CCCC=C1N(Cc1ccc3c(c1)OCO3)C(=O)[C@H](CC(=O)NCc1ccc(C)o1)C2	/	/	/	2%	-1.2	/	/	-1.2%	i
O=C(CCS(=O)(=O)c1cccs1)N1CCCC1	-5%	2%	?	10%	-0.7	-1%	-3%	0.7%	i
CCCSc1nnc(-c2ccccc2NC(=O)CC)c(=O)[nH]1	2%	-2%	23%	1%	0.4	-6%	1%	0.4%	i
CCOC(=O)c1c(C)[nH]c(C)c1S(=O)(=O)NCC1CCN(Cc2cccc(Cl)c2)CC1	-4%	2%	2%	/	-1.7	-45%	-13%	-1.1%	i
CCn1cc([N+](=O)[O-])c(C(=O)Nc2ccc(Br)cn2)n1	-1%	-12%	13%	-9%	-1.6	-19%	8%	2.2%	i
Cc1nc2ccc(NC(=O)c3cccnc3)cc2s1	-7%	0%	-14%	6%	1.7	5%	-7%	2.9%	i
COc1ccccc1OCCC(=O)OCC(=O)Nc1ccc(Br)cc1F	-1%	2%	8%	-1%	-0.5	16%	-1%	0.2%	i
O=C(Cc1ccc([N+](=O)[O-])cc1)N1N=C(c2ccncc2)CC1(O)C(F)(F)F (stereo not drawn)	0%	-3%	2%	-13%	-0.9	-3%	4%	-1.0%	i
CC(C)NC(=O)/C(C#N)=C\c1ccc(N(C)C)o1	-15%	1%	?	-26%	2.3	-1%	18%	3.6%	i
CCCCn1c(C)cc2cc(O)ccc21	-8%	-1%	/	7%[9.22 µM]	-2.4	3%	3%	-0.6%	i
Cc1nnc(NC(=O)C2CCN(C(=O)c3ccco3)CC2)s1	0%	-2%	-26%	-3%	-2.1	0%	17%	-1.3%	i
COc1ccc(-c2cc(C(F)F)n3ncc(C(=O)n4ccnc4C)c3n2)cc1	-12%	-4%	-25%	14%	-1.9	-3%	-25%	1.9%	i
COC(=O)c1cccc(-n2c(C)cc(C=O)c2C)c1C	-2%	4%	20%	7%	-2.5	-14%	4%	-0.3%[9.22 µM]	i
COc1ccccc1N(CC(=O)Nc1ccccc1)S(=O)(=O)c1cccs1	-7%	0%	8%	8%	-0.8	-17%	-2%	2.0%	i
